# Cneo AK release: causes C. neoformans cell lysis; 0.2% of 360,000 active; AID 651654; lysis activity, % at 15 µM; adenylate kinase release luminescence, 4 h; normalised: neutral wells 0, clomiphene wells 100;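 active = mean lysis activity across replicates of at least 80%, whatever share of replicates individually reach that level; inactive = mean lysis activity below 80%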
#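 Material – log-phase Cryptococcus neoformans yeast cells · Input – 5 × 10^6 yeast cells/mL · Medium – fresh YPD growth medium · Doses – single compound concentration per well · Timing – static 4 h at 37 °C with compound, 1 h detection · Detection – adenylate kinase release luminescence · Read-out – signal increase indicating cell lysis · Control set – Clomiphene as positive lysis control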
# F508del corr: CFTR F508del correction in bronchial cells; 0.36% of 350,000 active; CFBE cells, YFP halide quenching; stimulated with forskolin plus potentiator P3; % fluorescence drop versus neutral controls; AID 720511; activity (quench increase), % at 7.58 µM;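 active = mean added fluorescence quench of at least 8% versus neutral control, with both replicates also reaching 8%; inconclusive = only one of the mean or replicate conditions met; inactive = mean below 8% and not both replicates reaching 8%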;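 note: cells transiently co-express mutant CFTR-F508del with the halide-sensitive YFP; corrector assay measuring rescue of mutant channel to the surface after 24 h compound exposure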
# miR-122 sensor: inhibitors of miR-122 in Huh7 cells | Huh7 miR-122 Renilla luciferase sensor, 48 h; neutral wells = 0, positive control = 100 | AID 602342 | activation (reporter increase), % at 12.5 µM | 0.3% of 340,000 active;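 active = mean replicate activation score at least 90 and every replicate individually at or above 90; inconclusive = only one of the two criteria met; inactive = neither criterion met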;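 note: higher luciferase means less miR-122 activity so hits act as miR-122 inhibitors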
# PGC1a acetyl inh: lowers PGC1a acetylation signal in U2OS cells. AlphaScreen anti-acetyl-lysine; with virally co-expressed GCN5 acetyltransferase. inhibition, % at 15.6 µM. 0.17% of 350,000 active. AID 651687;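 active = every replicate shows inhibition of at least 40%; inconclusive = mean inhibition at least 40% but some replicate below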;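 note: 0% = neutral control wells and 100% = positive control wells; some results beyond the cut were filed as inactive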
# INS-1E GSIS act: GLuc luminescence reporter in INS-1E cells, primary screen for activators of glucose-dependent secretion of insulin; INS-1E GLuc reporter insulin secretion, 2-3 h; activation, % at 16.6 µM; 0.61% of 370,000 active; AID 743287;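 active = lowest replicate activation of at least 40%, so every replicate reaches that level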;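 note: 0% = median of neutral control wells and 100% = median of IBMX positive control wells; some compounds called inactive have numbers as strong as hits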
# C2C12 statin: suppressors of simvastatin-induced myotoxicity in C2C12 myotubes; 0.78% of 330,000 active; AID 602340; rescue of ATP level, % at 7.49 µM; ATP luminescence, 48 h; scaled: DMSO 0, geranylgeraniol control 100;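 active = mean ATP rescue above about 67%, or every replicate alone reaching that limit, limit read from the data, passing the limit was not always enough; inconclusive = no clear call, values can overlap the other calls; inactive = mean under the limit and some replicate under it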;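 note: myotubes were challenged with 10 µM simvastatin during compound exposure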
# PglD DTNB: inhibitors of Campylobacter jejuni PglD acetyltransferase; 0.098% of 360,000 active; purified PglD enzyme, DTNB colorimetric CoA detection; inhibition, % at 12.5 µM; in the data active = inhibition above about 16%, passing the limit was not always enough; inconclusive = no clear call, values can overlap the other calls; note: strong numbers were not always called active
# FN deposit inh: fibronectin deposition inhibition; AH1F fibroblasts, Alexa488-fibronectin deposition fluorescence, overnight; inhibition, % at 12.6 µM; 0.086% of 350,000 active;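 active = mean inhibition across replicates of 30% or more, regardless of how many single replicates reach that level; inconclusive = mean under 30% yet at least half of replicates reach 30%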;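 note: positive control wells lacked labelled fibronectin entirely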
#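 Material – AH1F fibroblast monolayer, labelled fibronectin deposition · Reagent – labelled fibronectin 24 nM · Timing – 1 h adhesion, overnight exposure · Measured by – fluorescence at 485 nm excitation, 525 nm emission · Read-out – inhibition of fibronectin deposition signal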
# * = called active by the depositor; ? = inconclusive; . = not tested or not shown; & = joins results of further samples; [ ] = another dose, or the depositor's remark. Some of the compounds tested; count on the stated rates, not on these rows.
no.	structure	FN deposit inh	F508del corr	PglD DTNB	PGC1a acetyl inh
1	CS(=O)(=O)c1ccc(C2=C(CNC(=O)c3cccs3)[C@H]3CC[C@@H](C2)N3Cc2ccco2)cc1	2	0.5	2	.
2	NC(Cc1ccc(Cl)cc1)c1csc(Nc2cnccn2)n1 (centres undefined)	6	4.8	-2	.
3	COc1cccc(-c2ccc([C@H]3[C@H](CO)N4CCCCN(C(=O)Cc5ccncc5)C[C@@H]34)cc2)c1	10	-2.8	9	-21
4	COC(=O)C1=C(c2ccc(OC)c(OC)c2)C[C@@H]2CC[C@H]1N2C(=O)NCCO	-7	-2.7	0	-19
5	CNCC(=O)c1ccccc1	.	.	-1	6
6	O=C(O)C(O)(c1ccccc1)C1CCCC1 (centres undefined)	33*	.	2	-3
7	O=C(CF)N(O)c1ccc(C=Cc2ccccc2)cc1	-8	6.5	.	20
8	C=C1C/C(=C/C)C(=O)O[C@@H]2CCN3CC=C(COC(=O)[C@]1(C)O)[C@H]23	5	7.4	.	-4
9	O=c1[nH]c(CN2CC=C(c3ccccc3)CC2)nc2scc(-c3cccs3)c12	1	2.2	6	9
10	O=c1[nH]c2ccccc2n1C1CCN(CCCC(c2ccc(F)cc2)c2ccc(F)cc2)CC1	-9	1.8	1	12
11	CCC(=O)N1[C@@H]2c3ccc(-c4ccc(F)cc4)c(=O)n3C[C@H]1[C@H](CO)[C@H]2C(=O)OC	.	.	10	.
12	COC(=O)C1=C(c2cccc(OC)c2OC)C[C@@H]2CC[C@H]1N2C(=O)NC1CC1	-1	-1.1	6	.

no.	INS-1E GSIS act	miR-122 sensor	Cneo AK release	C2C12 statin
1	1	0	0	-3
2	-2	.	1	.
3	-8	1[16.7 µM]	0	.
4	4	1	-1	-5
5	.	-2	-2	-3
6	.	-1	1	3
7	.	6	.	.
8	-1	.	.	.
9	0	-1	-1	9
10	.	-8	7	-7
11	8	.	-1	-4
12	-1	.	2	-11

# (continued)
no.	structure	FN deposit inh	F508del corr	PglD DTNB	PGC1a acetyl inh
13	NC(=O)c1cc(N2CC2)c([N+](=O)[O-])cc1[N+](=O)[O-]	-1	-2.1	-2	2
14	COc1ccccc1OCC#CCN1CCCCCC1	-3	-1.4	.	.
15	CC(C)C(O)(C(=O)OCC1=CCN2CCC(O)C12)C(C)O (centres undefined)	.	0.9	-8	-11
16	CC1CC2CC(=O)CCC2(C)C2CCC3(C)C(O)CCC3C12 (centres undefined)	-4	0.1	1	.
17	Cc1c(C(=O)C(=O)N2CCOCC2)c2ccccc2n1Cc1ccccc1	-5	1.1	0	2
18	CCCOC(=O)C1C2CCC(O2)C1C(=O)O (centres undefined)	-4	-1.2	6	11
19	O=C(Cc1ccncc1)N1CCCCN2[C@H](CO)[C@H](c3ccc(C#Cc4ccccc4F)cc3)[C@@H]2C1	11	2.7	3	3
20	COC(=O)c1c(C)[nH]c(C(=O)C(Cc2ccccc2)N(C)C)c1C (centres undefined)	.	.	-2	-32
21	Cn1cc([N+](=O)[O-])c(C(=O)Nc2ccc3c(C(F)(F)F)cc(=O)oc3c2)n1	-1	-7.8	1	.
22	Cc1nc2ccccn2c1P(=S)(c1ccccc1)c1ccccc1	1	-0.7	3	.
23	C=CCn1c(O)c(C(CC)=Nc2ccccc2NC(C)=O)c(=O)[nH]c1=O	8	.	.	-8
24	CC(=O)c1cn(CCCOc2ccccc2)c2ccccc12	-3	-0.8	-20	4

no.	INS-1E GSIS act	miR-122 sensor	Cneo AK release	C2C12 statin
13	.	5	-1	6
14	12	-14	.	.
15	0	-1	-1	9
16	-3	.	-2	.
17	1	-3	8	36
18	-33	.	-4	5
19	4	37[16.7 µM]	-1	-4
20	.	-2	1	19
21	5	-2	0	33
22	-23	1	4	-4
23	.	10	1	-3
24	-33	0	-3	.

# More results follow.
no.	structure	FN deposit inh	F508del corr	PglD DTNB	PGC1a acetyl inh
25	O=C(Cc1ccccn1)N1CCCCN2[C@@H](CO)[C@H](c3ccc(C#Cc4ccccc4)cc3)[C@@H]2C1	.	-0.1	5	-2
26	CCCC[N+]1(C)[C@@H]2CC(OC(=O)[C@H](CO)c3ccccc3)C[C@H]1[C@@H]1O[C@@H]12 (some centres undefined)	-4	-22	16	7
27	Fc1ccc2c(c1)nnn2C1CCN(Cc2nnnn2C2CCCCC2)CC1	-9	.	4	1
28	O=C(O)C1CSC(c2cccnc2)N1 (centres undefined)	.	.	4	-15
29	Oc1ccc(O)c2c1C1(Cl)C(Cl)=C(Cl)C2(Cl)C1(Cl)Cl	18	-2.6	-9	-8
30	CN1CN=C(N[N+](=O)[O-])N(Cc2ccco2)C1	2	.	3	1
31	COc1ccc(C2NCc3ccccc3-n3cccc32)cc1 (centres undefined)	1	3.3	2	2
32	Nc1c([N+](=O)[O-])cc(F)c(N2CCNCC2)c1Br	-16	.	-5	-9
33	C#CC[N+]1(C)C2CCC1CC(O)C2 (centres undefined)	3	0.4	5	6
34	CCN1C[C@]2(COC)CC[C@H](OC)[C@@]34C1[C@]1(OCO[C@@]15C[C@H](OC)[C@H]1C[C@@H]3[C@@H]5[C@H]1OC)[C@@H](O)[C@H]24	0	-1.5	-8	3
35	CC(C)(C)P(=O)(c1ccncc1)N1CCCC1 (centres undefined)	.	0.4	6	20
36	O=S(=O)(c1ccc(Cl)cc1)N1CCCC1c1cccnc1 (centres undefined)	5	1.0	-4	-5

no.	INS-1E GSIS act	miR-122 sensor	Cneo AK release	C2C12 statin
25	3	-4[16.7 µM]	5	.
26	7	-8	1	3
27	-3	0	-2	-12
28	.	-2	5	-9
29	7	-1	0	-4
30	.	1	-3	2
31	-21	1	0	-6
32	-6	-3	-3	-6
33	-1	-5	2	-17
34	.	-3	1	-4
35	19	.	0	21
36	.	.	-2	8

# A section from the list above, as a working copy:
no.	structure	FN deposit inh	F508del corr	PglD DTNB	PGC1a acetyl inh
26	CCCC[N+]1(C)[C@@H]2CC(OC(=O)[C@H](CO)c3ccccc3)C[C@H]1[C@@H]1O[C@@H]12 (some centres undefined)	-4	-22	16	7
27	Fc1ccc2c(c1)nnn2C1CCN(Cc2nnnn2C2CCCCC2)CC1	-9	.	4	1
28	O=C(O)C1CSC(c2cccnc2)N1 (centres undefined)	.	.	4	-15
29	Oc1ccc(O)c2c1C1(Cl)C(Cl)=C(Cl)C2(Cl)C1(Cl)Cl	18	-2.6	-9	-8
30	CN1CN=C(N[N+](=O)[O-])N(Cc2ccco2)C1	2	.	3	1
31	COc1ccc(C2NCc3ccccc3-n3cccc32)cc1 (centres undefined)	1	3.3	2	2
32	Nc1c([N+](=O)[O-])cc(F)c(N2CCNCC2)c1Br	-16	.	-5	-9
33	C#CC[N+]1(C)C2CCC1CC(O)C2 (centres undefined)	3	0.4	5	6
34	CCN1C[C@]2(COC)CC[C@H](OC)[C@@]34C1[C@]1(OCO[C@@]15C[C@H](OC)[C@H]1C[C@@H]3[C@@H]5[C@H]1OC)[C@@H](O)[C@H]24	0	-1.5	-8	3
35	CC(C)(C)P(=O)(c1ccncc1)N1CCCC1 (centres undefined)	.	0.4	6	20
36	O=S(=O)(c1ccc(Cl)cc1)N1CCCC1c1cccnc1 (centres undefined)	5	1.0	-4	-5

no.	INS-1E GSIS act	miR-122 sensor	Cneo AK release	C2C12 statin
26	7	-8	1	3
27	-3	0	-2	-12
28	.	-2	5	-9
29	7	-1	0	-4
30	.	1	-3	2
31	-21	1	0	-6
32	-6	-3	-3	-6
33	-1	-5	2	-17
34	.	-3	1	-4
35	19	.	0	21
36	.	.	-2	8

# The list goes on.
no.	structure	FN deposit inh	F508del corr	PglD DTNB	PGC1a acetyl inh
37	Cc1noc(C)c1COc1ccc(C(=O)NCC2(N(C)C)CCCCC2)cc1	.	-2.3	1	2
38	COc1ccc(N2C(=O)C(=O)N(c3ccc(OC)cc3)P2(=O)N(CCCl)CCCl)cc1	2	7.6	-3	-6
39	Cc1ccc(C(=O)N2CC2C)cc1 (centres undefined)	4	-3.6	1	.
40	c1ccc2c(N3CCNCC3)cccc2c1	-3	2.8	-1	?
41	CCOC(=O)CNC(=S)N1CC2C[C@@H](C1)Cn1c2cccc1=O	3	-0.6	-6	.
42	CSCCC(NC(=O)CCC(=O)OC1CC[C@H]2[C@@H]3CC[C@H]4CC(=O)CC[C@]4(C)[C@H]3CC[C@]12C)C(=O)O (some centres undefined)	1	-3.1	0	7
43	CCN1C(=O)C(=Cc2cc(C)n(C3CC3)c2C)C(=O)N(CC)C1=S	-3	-3.4	-6	0
44	Cc1cc(OCC(=O)N2C[C@H]3C[C@@H](C2)c2cccc(=O)n2C3)c2c(C)c(C)c(=O)oc2c1	.	1.4	-3	-7
45	Cc1ccc(S(=O)(=O)N2CCCC2c2cccnc2)cc1 (centres undefined)	6	-5.6	-2	-12
46	O=c1c2ccccc2nc(N2CCCC2)n1-c1ccccc1	.	-2.4	-2	-9
47	CCC1CN1P(=O)(N1CCCC1)N1CC1CC (centres undefined)	-3	5.1	.	5
48	CC12CN3CC(C)(CN(C1)C3c1ccncc1)C2=O (centres undefined)	.	.	3	0

no.	INS-1E GSIS act	miR-122 sensor	Cneo AK release	C2C12 statin
37	-5	5	-1	1
38	.	.	-2	-3
39	-6	-2	-2	-2
40	.	-1	0	-11
41	.	.	1	6
42	19	-4	-2	4
43	-9	-6	-2	3
44	3	-7	2	7
45	-2	.	5	6
46	27	2	1	1
47	18	-2	.	2
48	.	-2	3	5

# Next section:
no.	structure	FN deposit inh	F508del corr	PglD DTNB	PGC1a acetyl inh
49	O=C1CN=C(c2ccccc2)c2cc(Cl)ccc2N1	.	-3.2	0	-9
50	O=c1cccc2n1CC1CC2CN(C(c2cccc(F)c2)c2sc3ncnn3c2O)C1 (centres undefined)	3	-3.7	4	.
51	CN1C(=O)NC(=O)/C(=C\c2ccc([N+](=O)[O-])o2)C1=O	.	.	2	-6
52	CC(C)COC(=O)c1ccccc1C(=O)OCC(C)C	.	-1.6	5	-9
53	CCCNC(=O)N1[C@H]2CC[C@@H]1C(C(=O)OC)=C(c1ccc(OC(F)(F)F)cc1)C2	4	3.0	3	.
54	COC(=O)[C@H]1C[C@@H]1[C@H](NP(=O)(c1ccccc1)c1ccccc1)c1ccccc1	-13	0.5	0	5
55	C[C@@H]1CN([C@H](C)CO)C(=O)CCCn2nncc2CO[C@H]1CN(C)C(=O)Oc1ccccc1	-5&3	-4.9&-3.4&-2.7	-3&-2&-4	-1&-9
56	OC1(c2ccc(F)cc2)CCNC1 (centres undefined)	.	.	1	-6

no.	INS-1E GSIS act	miR-122 sensor	Cneo AK release	C2C12 statin
49	0	-2	-2	1
50	.	5	1	1
51	.	-4	3	9
52	-1	0	0	-19
53	.	2	-3	3
54	3	4	0	111*
55	11&13	-1	-1&1&6	7&-9&-12
56	.	-6	1	-1

# Compound activity deposited in PubChem by Broad Institute.
